Assay outcomes: PubChem, several laboratories
MITF act = increases MITF-driven TRPM1 promoter luciferase signal | SK-MEL-5 TRPM1-promoter luciferase, 24 h; % of positive control, neutral wells = 0 | activation, % at 12.5 µM | 300,000 tested, 0.75% active;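 active means mean activation of at least 80% with every replicate also reaching 80%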;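 further: 0% = neutral control wells and 100% = parthenolide positive control wells; values of inactives mirror those of a sister screen read the other way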
Rtt109 Vps75 = inhibitors of Candida albicans Rtt109/Vps75 histone acetyltransferase; Q5AAJ8; purified Rtt109/Vps75, ThioGlo CoA-SH fluorescence, 4 h; inhibition, % at 34.9 µM; 330,000 tested, 0.16% active;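 active means inhibition of at least 50% in every replicate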
Target sequence (Q5AAJ8 whole entry, looked up): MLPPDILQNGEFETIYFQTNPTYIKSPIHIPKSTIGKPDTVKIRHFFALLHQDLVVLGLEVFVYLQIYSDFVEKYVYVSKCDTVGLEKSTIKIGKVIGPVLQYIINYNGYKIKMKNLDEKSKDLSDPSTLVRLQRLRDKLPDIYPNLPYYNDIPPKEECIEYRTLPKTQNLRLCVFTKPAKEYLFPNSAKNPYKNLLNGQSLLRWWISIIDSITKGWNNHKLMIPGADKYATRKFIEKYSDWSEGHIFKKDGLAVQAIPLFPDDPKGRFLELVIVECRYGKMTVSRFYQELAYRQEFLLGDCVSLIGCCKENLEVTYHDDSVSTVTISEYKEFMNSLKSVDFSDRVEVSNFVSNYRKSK
CAL PDZ FP-1 = human CAL PDZ-peptide interaction inhibition; 330,000 tested, 0.02% active; AID 504414; inhibition, % at 20 µM; purified CAL PDZ, TMR-peptide fluorescence polarization, 1 h;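 active means highest replicate inhibition of at least 40%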;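 further: plate controls were DMSO neutral control wells for no effect and unlabeled competitor peptide control wells for full effect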
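Material: tagged CAL PDZ protein CerCALP, purified; buffer or medium: sodium phosphate/NaCl buffer pH 7.4 with TCEP, IgG, Thesit; also added: fluorescent TMR peptide probe; schedule: 1 h incubation at room temperature before polarization reading; technique: fluorescence polarization from S- and P-plane intensities, G-factor corrected; control set: unlabelled peptide and DMSO controls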
dFosB activator = enhances mouse delta FosB homodimer DNA binding | AID 493131 | purified delta FosB, TAMRA-CDK5 oligo fluorescence polarization; percent of positive-control signal above neutral wells | P13346 | activation, % at 25 µM | 340,000 tested, 0.99% active;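 active means mean activation above about 17%, with every replicate also reaching it, limit read from the data, passing the limit was not always enough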;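 further: fluorescence polarization rise as delta FosB binds a TAMRA Cdk5 AP-1 oligo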
Target sequence (P13346 whole entry, looked up): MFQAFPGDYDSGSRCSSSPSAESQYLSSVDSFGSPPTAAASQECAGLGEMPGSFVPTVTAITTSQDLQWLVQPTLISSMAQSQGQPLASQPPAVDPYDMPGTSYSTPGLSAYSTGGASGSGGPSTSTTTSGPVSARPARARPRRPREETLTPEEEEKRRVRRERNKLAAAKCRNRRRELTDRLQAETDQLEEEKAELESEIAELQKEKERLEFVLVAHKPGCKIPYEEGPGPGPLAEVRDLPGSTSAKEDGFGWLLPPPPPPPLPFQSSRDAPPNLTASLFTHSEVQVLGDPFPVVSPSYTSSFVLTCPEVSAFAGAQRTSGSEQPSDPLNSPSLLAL
Wnt bcat act = activates Wnt/beta-catenin signaling in a reporter cell assay. 300,000 tested, 1.2% active. activator, plate reader. activation, % at 9.35 µM; in the data active means activation above about 30%, passing the limit was not always enough;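 further: 0% = neutral control wells and 100% = positive control wells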
V-ATPase pH = alters yeast V-ATPase proton transport. S. cerevisiae, pHLuorin cytosolic pH fluorescence. response, % at 10 µM. 350,000 tested, 0.37% active. AID 504577; in the data active means response mostly above about 7.3%, no sharp cut-off; inactive means mostly below about 5.4%; further: actives read high; inactives centre near 0; some compounds called inactive have numbers as strong as hits
CAL PDZ FP-2 = blocks peptide binding to the human CAL PDZ domain | inhibition, % at 24.9 µM | 300,000 tested, 0.92% active | purified CAL PDZ, TMR-peptide fluorescence polarization, 1 h | AID 602252 | Q9HD26;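 active means mean inhibition of at least 30% with at least half of replicates also reaching 30%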;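 further: 0% = DMSO neutral control and 100% = excess unlabeled competitor peptide PRC23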
RTF Ca sens act = cardiac RTF calcium sensitization | P19429+P45379 | IANBD-labeled TnC RTF fluorescence at EC20 calcium; 0% EC20 calcium, 100% full calcium | activation, % at 7.2 µM | 340,000 tested, 0.24% active;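 active means activation above the mean over all tested compounds plus 3 SD, cut at about 30% in these data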;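 further: rise in fluorescence read as greater calcium sensitivity of cardiac thin filaments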
CDK5 inh = inhibitors of human CDK5/p35 kinase | Q00535+Q15078 | Recombinant CDK5/p35, ADP-Glo luminescence, 60 min | inhibition, % at 10 µM | 330,000 tested, 0.01% active | AID 488839;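 active means highest replicate inhibition of at least 50% and at least 75% of replicates reaching 50%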;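 further: plate controls were DMSO neutral control for no effect and GW8510 at 10 µM for full effect; many of its hits are not listed in these tables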
Tat export inh = blocks Tat-dependent protein export in E. coli; E. coli MC4100 TorA-mCherry Tat export, fluorescence; inhibition, % at 10 µM; 340,000 tested, 0.036% active;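 active means mean replicate inhibition at least 50% and at least half of replicates individually reaching 50%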;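 further: exported cargo escapes ClpAP degradation while cytoplasmic cargo is degraded and loses fluorescence; 0% = median of neutral control wells and 100% = median of NaSCN control wells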
* marks the source's active call; other numbers are inactive results; i = inactive; · = no result given.

Molecule	MITF act	Rtt109 Vps75	CAL PDZ FP-1	dFosB activator	Wnt bcat act	V-ATPase pH	CAL PDZ FP-2	RTF Ca sens act	CDK5 inh	Tat export inh
O=C(CNC(=O)C1COc2ccccc2O1)N/N=C/c1ccc([N+](=O)[O-])cc1 (stereo unspecified)	9	17	-2.4	-10	0	-2	-4	0	-0.3	-1
COc1ccc(S(=O)(=O)N2CCc3ccccc32)cc1C(=O)OCc1c(C)noc1C	-4	-5	-3.1	-10	-2	3	-2	2	-0.3	9
N#C/C(=C\c1ccccc1OCC(=O)O)c1nc2ccccc2[nH]1	4	-3	-0.5	2	-1	-1	1	19	-0.5	5
Cc1nn(C(C)C(=O)NCc2cccs2)c(=O)c2nn(-c3ccccc3)c(C)c12 (stereo unspecified)	5	-4	-3.2	-6	-1	-3	-8	-4	·	-2
Cc1ccc(OCC(=O)N2CCOCC2)cc1C	41	-6	-0.6	-7	1	4	-1	10	0.0	-8
O=C(O)c1cccc(Cn2cccn2)c1	·	1	0.1	-2	0	2	·	8	-0.6	-4
COc1cccc(-c2nnc(NC(=O)c3ccc4ncsc4c3)o2)c1	-10	5	-2.8	-2	2	-3	-3	0	0.3	-1
CCOC(=O)c1c(NC(=O)CSc2nnc(-c3ccccc3)n2CC)sc(C(C)=O)c1C	0	1	-4.8	-19	·	0	-4	-2	-3.5	11
COc1nc(Nc2cccc([N+](=O)[O-])c2)nc(OC)n1	4	-3	-1.7	106*	7	-5	-5	4	1.1	-4
CCN(CC)C(=O)COc1coc(CN2CCN(Cc3ccccc3)CC2)cc1=O	16	-34	-1.6	-2	-1	-2	-3	-2	-0.2	1
Cc1ccc(S(=O)(=O)NCCC(=O)N2CCN(Cc3ccccc3)CC2)cc1	-2	·	-2.4	-2	·	-3	-2	12	2.1	13
Cc1cc(C)c(S(=O)(=O)NCc2nc3nc(C)cc(C)n3n2)c(C)c1	0	-4	-0.9	-5	-1	-1	·	5	0.7	-4
COC(=O)c1cccc(NC(=O)Cn2cnc3c2c(=O)n(C)c(=O)n3C)c1	6	-16	-2.2	-4	1	-2	-2	-2	-1.1	8
Cc1ccccc1NC(=O)CSCCO	1	-17	-0.2	-4	13	-2	0	0	-0.7	-7
O=C(O)CCC(=O)Nc1ccccc1C(=O)Nc1ccccc1	-4	-7	-0.6	-6	·	-5	-4	-4	-1.2	-6
CC(=O)N1c2ccc(S(=O)(=O)N3CCCCC3)cc2CC1C(=O)Nc1ccc(F)cc1C (stereo unspecified)	-12	2	-0.4	-8	-4	6	4	-6	0.2	-2
CCN(C(=O)Cc1ccccc1OC)c1nnc(-c2ccncc2)s1	6	-9	-4.9	-16	·	3	-11	4	-0.8	7
N#CCCN(C(=O)COC(=O)C1=COCCO1)c1ccc(F)cc1	11	-11	-2.4	0	-2	-4	-5	1	0.6	-6
CCCCN(CC)C(=S)Nc1ccc2nc3n(c(=O)c2c1)CCCCC3	-4	7	0.2	-1	3	0	-5	-4	-0.7	7
COc1cccc(N2CCN(C(c3ccccn3)c3nnnn3C(C)(C)C)CC2)c1 (stereo unspecified)	-9	-3	-1.0	3	·	-1	-5	3	0.7	-1
CCn1c(SCC(=O)OC)nnc1-c1ccncc1	4	-9	-1.4	-3	1	3	-3	-8	-0.9	2
CCOC(=O)c1ccccc1NC(=O)CSc1nncn1C	9	5	-0.7	10	-1	-1	0	-1	0.1	-11
CC(=O)c1ccc(S(=O)(=O)NCC(=O)NC(c2nc3ccccc3[nH]2)C(C)C)cc1 (stereo unspecified)	-5	-4	-0.4	-4	-1	1	-2	-3	0.2	-7
Cc1cc(NC(=O)c2cc(S(=O)(=O)N3CCCCC3)ccc2C)n(-c2ccccn2)n1	14	5	-2.7	-11	3	-3	-3	-1	0.0	1
O=C(CN(C1CCCCC1)S(=O)(=O)c1ccc(Cl)cc1)NCc1ccncc1	-4	-5	-2.4	-5	-1	0	-4	-1	-1.2	6
Cc1cccc(NC(=O)c2cc([N+](=O)[O-])ccc2N2CCN(C)CC2)c1	18	·	-0.9	1	-3	0	3	2	0.7	-4
COc1cccc(N=C2SC(CC(=O)Nc3ccccc3)C(=O)N2Cc2ccccn2)c1 (stereo unspecified)	4	-2	-1.9	-9	2	-5	22	6	-2.7	-1
CCOc1ccc(/C=C(\C#N)C(=O)Nc2ccccn2)cc1	·	-1	-1.6	1	0	2	-1	-3	1.3	14
CCOc1ccc(C2CC(c3ccc(CC)cc3)Nc3nc(N)nn32)cc1 (stereo unspecified)	19	2	-0.2	-12	0	-2	·	8	1.7	3
CC(=O)c1cccc(NC(=O)Cn2cnc(S(=O)(=O)N3CCCCC3)c2)c1	-1	-2	-1.2	-11	0	0	-8	0	0.8	-5

Compound profiles, from the list above. Order of values: MITF act	Rtt109 Vps75	CAL PDZ FP-1	dFosB activator	Wnt bcat act	V-ATPase pH	CAL PDZ FP-2	RTF Ca sens act	CDK5 inh	Tat export inh
`CCOC(=O)c1ccccc1NC(=O)CSc1nncn1C` as listed: 9	5	-0.7	10	-1	-1	0	-1	0.1	-11
`Cc1nn(C(C)C(=O)NCc2cccs2)c(=O)c2nn(-c3ccccc3)c(C)c12` (stereo unspecified) as listed: 5	-4	-3.2	-6	-1	-3	-8	-4	·	-2

The list continues.
Molecule	MITF act	Rtt109 Vps75	CAL PDZ FP-1	dFosB activator	Wnt bcat act	V-ATPase pH	CAL PDZ FP-2	RTF Ca sens act	CDK5 inh	Tat export inh
O=[N+]([O-])c1cccc(Nc2c([N+](=O)[O-])ccc3nonc23)c1	0	6	-1.6	6	-3	-4	-6	-5	0.4	-5
CN1CCN(C(=O)OCCOCCOC(=O)N2CCN(C)CC2)CC1	3	-12	0.4	-1	-1	2	-4	-2	0.1	5
CC(C)(C)n1nc2c(c1NC(=O)c1ccccc1C(F)(F)F)CS(=O)(=O)C2	-2	8	0.0	-7	1	3	·	0	-3.1	-6
COc1cccc(C(C(=O)NC2CCCC2)N(C(=O)c2ccco2)c2ccccc2F)c1OC (stereo unspecified)	6	8	-3.5	-1	-2	-2	1	-2	-0.4	-4
COC(=O)c1[nH]nc(-c2ccccc2)c1-c1ccccc1	·	54*	0.2	10	1	3	5	1	0.3	-8
Cn1c(=S)[nH]c2[nH]c(=O)cnc2c1=O	-8	0	0.2	-4	-1	4	2	-2	-0.4	-6
COc1ccc(OC(=O)CCc2c[nH]c3ccccc23)cc1	-6	11	-2.7	-2	-4	1	-4	1	0.6	2
Cc1ccc2oc(=O)n(Cc3ccc(OC(C)C)cc3)c2c1	6	-3	·	-5	0	3	-3	-6	-0.2	5
O=c1[nH]ncn1-c1ccccc1C(F)(F)F	7	7	-0.4	2	13	1	-1	-2	2.6	11
COC(=O)C1=CN(CC2CCCO2)C=C(C(=O)OC)C1c1cccc(O)c1 (stereo unspecified)	16	i	-1.4	0	-7	0	-3	·	0.4	-8
Cc1ccc(S(=O)(=O)NCCC(=O)Oc2ccc3ccc(=O)oc3c2)cc1	-5	-309	-1.0	-14	0	-2	-3	-2	1.1	11
C=CCN(c1ccc(C(=O)NCCCn2ccnc2)cc1)S(C)(=O)=O	2	7	-0.2	1	-2	-3	-6	-1	1.8	-4
COCC(=O)Nc1ccc2c(c1)OCC(=O)N2Cc1ccccc1F	0	1	-3.6	-6	0	-3	·	1	0.5	0
CC1(C)Cc2c(sc(/N=C/N3CCCC3)c2C#N)C(C)(C)N1	·	2	-2.3	0	-1	-1	-3	1	-3.1	0
CCN(CC)C(=O)CN(c1cccc(C(F)(F)F)c1)S(C)(=O)=O	0	0	0.4	-1	·	6	-5	4	-1.3	-4
CN1CCn2c1nc(N1CCCCC1)nc2=O	·	-3	-0.2	-2	·	1	-2	3	0.5	1
O=C(CSc1nc2nc3c(cc2c(=O)n1-c1ccccc1)CCCC3)Nc1cccc2ccccc12	-2	3	-1.6	-3	-1	-2	-3	-1	0.4	7
COc1ccc(NS(=O)(=O)c2ccc(N/N=C(\C)c3ccncc3)c([N+](=O)[O-])c2)cc1	-19	9	-0.1	-9	-2	-6	-1	-4	-2.1	2
CC1CCN(CCCCOc2cccc(Br)c2)CC1	5	1	0.2	-6	2	-4	-1	-3	·	-10
Cc1ccccc1NC(=O)NNC(=O)OC(C)(C)C	-8	2	-0.9	-4	0	-1	1	-6	2.5	1
O=C(NCc1ccc(Cl)cc1)c1ccc(CNc2c(N3CCCC3)c(=O)c2=O)cc1	-3	-1	-0.5	-13	-2	-2	-2	6	-0.2	-2
COc1ccc(C(=O)N/N=C\c2ccoc2)cc1	-2	6	-2.4	1	5	-1	0	2	-1.0	-4
Cc1nnc(OCC(=O)NCCC2=CCCCC2)c2ccccc12	-5	-2	-0.8	3	·	-1	-3	1	2.2	9
CCCOc1ccc(C2C(C#N)=C(N)Oc3nc[nH]c(=O)c32)cc1OC (stereo unspecified)	·	·	-2.3	-3	·	-3	0	2	-0.9	-1
COc1ccc2c(CC(=O)OCC(=O)N3CCc4ccccc43)coc2c1	·	-6	-1.3	-1	-3	2	-6	-1	-1.1	0
c1ccc(C[C@H]2CN=C(Nc3ccccc3)N2CC2CCC2)cc1	9	16	-0.5	7	4	1	2	8	0.5	-4
Cn1nc(C(=O)N2CCN(C(c3ccccc3)c3ccccc3)CC2)c2ccccc2c1=O	6	4	3.6	-8	1	-6	-3	-3	-1.0	-2
Cc1c(N2C(=O)SC(CC(=O)O)C2=O)c(=O)n(-c2ccccc2)n1C (stereo unspecified)	-7	3	-0.1	-1	-2	12	2	-1	-0.2	-1
CSc1ccc(CN2CCCC(CNC(=O)c3ccc(F)cc3)C2)cc1 (stereo unspecified)	-6	-9	5.0	-6	0	-5	-4	1	1.8	-5
Cc1ccc(OCC(=O)Nc2nc(-c3ccccn3)cs2)c(C)c1	-5	0	-2.0	-13	4	-5	-5	-8	0.1	20
COc1cc(C(=O)NNC(=O)c2ccoc2C)cc(OC)c1OC	2	7	-3.3	-3	0	-6	-1	3	1.3	-4
Cc1cc([N+](=O)[O-])nn1CCCC(=O)N1CCN(c2ccc(F)cc2)CC1	-6	12	-0.1	7	-4	-3	-1	2	-2.0	-6
Cc1ccc(C(=O)N(C)CCOc2ccccc2)cc1S(=O)(=O)N1CCCCC1	-7	6	-0.3	-2	-4	3	4	-4	2.0	4
CCCNC(=O)CSc1nnc(C)s1	-8	1	-0.7	1	·	0	·	-3	0.0	-4
O=c1cc(CN2CCN(c3ccccn3)CC2)nc2sccn12	-4	·	-2.9	1	-4	3	-4	-4	-0.6	1
COCCN(CC(=O)Nc1cccc(C)c1C)C(=O)Cn1c(=O)cnc2ccccc21	-1	0	1.1	1	-3	-2	-1	-6	-0.1	1
CCCCSc1nc2sc3c(c2c(=O)n1-c1ccccc1)CCN(C)C3	0	2	-2.3	1	0	-6	-2	0	-1.0	3
O=C(N/N=C/c1ccco1)c1cc(-c2ccncc2)nc2ccccc12	-41	5	-5.6	-20	-4	4	-1	6	1.5	-2

Rows were taken by chance; about 4.1% have a hit in one of these screens.
